Bfl-1 Bim block = inhibitors of Bim-Bfl-1 interaction, human. AID 1008. Bead-based flow cytometry, Bim-Bfl-1 binding inhibition. 190,000 tested, 0.12% active. inhibition, % at 10 µM. Q16548;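 also: 0% = wells without compound plus tracer and 100% = blocker peptide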
Bcl-W Bim block = inhibitors of Bim-Bcl-W interaction, human; 190,000 tested, 0.02% active; inhibition, % at 10 µM; AID 952; Q92843; bead-based flow cytometry, Bim peptide-Bcl-W binding;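 also: 0% = bound tracer without compound and 100% = peptide blocker; higher means less fluorescent Bim peptide bound to Bcl-W beads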
Target sequence (Q92843 whole entry, looked up): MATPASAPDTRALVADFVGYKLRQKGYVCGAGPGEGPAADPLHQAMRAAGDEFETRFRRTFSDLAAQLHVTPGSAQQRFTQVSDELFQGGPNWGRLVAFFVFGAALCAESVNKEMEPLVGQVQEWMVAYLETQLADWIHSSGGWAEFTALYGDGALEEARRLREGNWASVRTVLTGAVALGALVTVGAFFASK
Bim-Bcl-2 = human Bim-Bcl-2 interaction inhibition. AID 950. 190,000 tested, 0.06% active. P10415. inhibition, % at 10 µM. Bead-based flow cytometry, Bim peptide-Bcl-2 binding; in the data active = inhibition above about 40%; inconclusive = no clear call, values can overlap the other calls;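 also: 0% = no compound wells with probe peptide and 100% = reference peptide inhibitor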
Target sequence (P10415 whole entry, looked up): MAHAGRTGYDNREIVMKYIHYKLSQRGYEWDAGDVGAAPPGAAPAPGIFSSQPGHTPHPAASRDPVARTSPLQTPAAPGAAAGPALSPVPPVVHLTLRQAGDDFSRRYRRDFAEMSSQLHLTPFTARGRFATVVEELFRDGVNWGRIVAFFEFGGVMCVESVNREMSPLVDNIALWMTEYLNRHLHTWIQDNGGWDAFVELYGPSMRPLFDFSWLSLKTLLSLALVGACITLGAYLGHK
Bim-Bcl-B = inhibitors of Bim-Bcl-B interaction, human | 190,000 tested, 0.073% active | Q9HD36 | bead-based flow cytometry, Bim peptide-Bcl-B binding | inhibition, % at 10 µM;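 also: 0% = tracer peptide without compound and 100% = reference inhibitor peptide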
Target sequence (Q9HD36 whole entry, looked up): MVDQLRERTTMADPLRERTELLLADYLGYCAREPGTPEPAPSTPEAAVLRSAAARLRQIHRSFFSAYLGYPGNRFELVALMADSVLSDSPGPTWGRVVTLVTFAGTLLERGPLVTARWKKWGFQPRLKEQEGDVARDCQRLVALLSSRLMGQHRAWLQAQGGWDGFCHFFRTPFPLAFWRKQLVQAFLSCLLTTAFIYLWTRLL
RGS7-Gao reg = regulators of human RGS7-Galphao interaction; 220,000 tested, 0.35% active; Multiplexed bead flow cytometry, RGS7-Galphao binding; actives lie on both sides; binding response (% of control), % at 10 µM; P09471; AID 1439; in the data active = binding response below about 49% or above about 150%; inconclusive = no clear call, values can overlap the other calls; inactive = in between;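 also: fluorescent Galphao held in activated GDP-AlF4 state binding bead-coupled RGS7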
Target sequence (P09471 whole entry, looked up): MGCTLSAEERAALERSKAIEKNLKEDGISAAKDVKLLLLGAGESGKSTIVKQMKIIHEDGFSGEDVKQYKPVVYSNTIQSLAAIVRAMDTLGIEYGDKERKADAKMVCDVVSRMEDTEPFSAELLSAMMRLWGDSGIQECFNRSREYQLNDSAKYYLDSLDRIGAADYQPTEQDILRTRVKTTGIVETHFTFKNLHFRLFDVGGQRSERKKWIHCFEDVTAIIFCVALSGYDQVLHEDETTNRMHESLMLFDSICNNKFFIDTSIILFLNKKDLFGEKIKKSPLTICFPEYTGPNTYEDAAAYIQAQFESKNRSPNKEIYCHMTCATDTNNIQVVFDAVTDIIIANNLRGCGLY
Bcl-XL Bim block = disrupts Bim peptide binding to human Bcl-XL. Q07817. bead flow cytometry, fluorescence. inhibition, % at 10 µM. 190,000 tested, 0.04% active
Bim-Mcl-1 = inhibitors of Bim-Mcl-1 interaction, human | Bead-based flow cytometry, Bim peptide-Mcl-1 binding | inhibition, % at 10 µM | 190,000 tested, 0.1% active | AID 1009;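 also: 0% = no compound tracer wells and 100% = peptide blocker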
ABCB1 block = human ABCB1 inhibition, ABCG2 as counter-screen; P08183; CCRF-Adr cells, JC-1 efflux, flow cytometry; inhibition, % at 6.6 µM; 190,000 tested, 0.067% active; AID 1326; in the data active = inhibition above about 40%;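 also: 0% = vehicle and 100% = reference inhibitor; higher value means more JC-1 retained so stronger ABCB1 efflux block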
RGS8-Gao reg = regulators of human RGS8-Galphao interaction; P09471; response (percent of control binding), % at 10 µM; 220,000 tested, 0.34% active; AID 1423; multiplexed bead flow cytometry, RGS8-Galphao binding; actives lie on both sides; in the data active = response below about 60% or above about 140%; inactive = in between;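 also: Galphao activated as the GDP aluminium fluoride complex binding bead-coupled RGS8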
RGS4-Gao reg = modulates binding of RGS4 to human Galphao | Multiplexed bead flow cytometry; actives lie on both sides | binding response (% of control), % at 10 µM | 220,000 tested, 0.33% active; in the data active = binding response below about 49% or above about 150%; inactive = in between;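 also: fluorescent Galphao activated with aluminum fluoride binding bead-coupled RGS4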
ABCG2 block = human ABCG2 inhibition, ABCB1 as counter-screen | Q9UNQ0 | IgMXP3 cells, JC-1 efflux, flow cytometry | inhibition, % at 6.6 µM | 190,000 tested, 0.1% active;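 active = inhibition above 80%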;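 also: 0% = DMSO and 100% = nicardipine control wells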
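Measure – % inhibition of efflux relative to nicardipine and DMSO · Test system – ABCG2 IgMXP3 and barcoded ABCB1 CCRF-Adr cell mix · Control set – nicardipine as high control, DMSO as low control · Compound – one concentration, 6.6 µM final · Signal – flow cytometry of retained JC-1 fluorescence · Timing – 10 min exposure at 25 °C with rotation, no wash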
Active calls of the source: *; ? = inconclusive; nt = not tested or not shown; [ ] = remark or other dose. Rule as the data show it, unless noted: active = inhibition above about 40%. Rows are unselected, and some 0.94% of all compounds hit somewhere here.

SMILES	Bfl-1 Bim block	Bcl-W Bim block	Bim-Bcl-2	Bim-Bcl-B	RGS7-Gao reg	Bcl-XL Bim block	Bim-Mcl-1	ABCB1 block	RGS8-Gao reg	RGS4-Gao reg	ABCG2 block
Cc1ccc(N2C(=O)CSCC2=O)cc1	0	0	-4	0	101	-1	-3	0.1	102	100	1
Cc1cccc(Nc2ccccc2)c1	0	-3	3	-2	102	0	0	0.4	103	104	1
CC(=O)Nc1cccc(NC(=O)Nc2ccc(C)c(Cl)c2)c1	-2	2	-5	-5	97	0	0	19	97	96	-1
CCC(=O)n1nc(-c2ccccc2)nc1SCC(=O)Nc1ccc(C)cc1	2	5	3	1	104	3	7	-0.2	110	104	5
NC(=O)CCC(NS(=O)(=O)c1ccc(Cl)cc1)C(=O)NCc1ccccc1Cl (stereo unspecified)	0	-1	0	-2	101	-2	-4	0.7	100	102	5
COCCn1cnc2c1c(=O)n(CC(=O)Nc1cc(C)on1)c(=O)n2Cc1ccccc1	-22	-4	-8	-10	99	-10	-6	1.1	102	102	7
COc1cc(/C=C2\SC(=O)N(CCN)C2=O)ccc1OS(=O)(=O)c1cc(C)ccc1C	-1	0	-1	-2	?	0	2	-0.1	103	103	-1
COc1ccc(Cl)cc1NC(=O)CN1CCCCCC1	-1	-1	0	-2	96	0	-1	1.4	97	99	7
CC(=O)Nc1ccc(OCC(=O)N(CC(C)C)C2CCS(=O)(=O)C2)cc1 (stereo unspecified)	3	0	1	2	96	-5	3	0.2	100	97	1
Cc1ccc(OC(=O)Nc2ccccc2)cc1	-5	-3	-3	-5	?	-4	0	1.0	98	92	4
C=CCNc1nc(Nc2ccc(OC)cc2)nc(OCC)n1	-9	6	1	-2	103	-2	7	nt	103	100	nt
CS(=O)(=O)N(CC(=O)NCCC1=CCCCC1)C1CCCCC1	-11	1	-5	-3	101	0	0	0.3	101	101	1
CCCSc1nsc(N)n1	-10	0	-8	-9	102	-1	-2	1.2	106	105	4
Cc1nn(Cc2n[nH]c(=S)n2Cc2ccccc2)c(C)c1Cl	1	-2	-3	-12	101	-1	-3	-0.3	101	103	0
CCc1ccccc1NC(=S)N(CCCN1CCOCC1)Cc1cccs1	0	1	3	-1	100	0	0	1.1	100	101	2
CC(CC(=O)N1CCc2ccccc21)c1ccccc1 (stereo unspecified)	-13	1	-13	-9	106	-3	-3	0.5	104	106	6
Cc1cc(C)nc(SCc2ccc(C(=O)N/N=C/c3ccncc3)cc2)n1	-5	-2	-1	-2	94	-5	0	0.3	101	98	14
COc1cc(/C=N/NC(N)=S)ccc1OCc1ccc(C)cc1	3	0	4	-2	104	-2	0	0.9	106	107	5
CCOn1c(=O)c(=O)n(O)c2ccccc21	0	-1	-1	-1	100	-3	3	0.0	102	100	1
CCN(CC(=O)Nc1ccc(OC)cc1)C(=O)c1ccc([N+](=O)[O-])cc1	-4	1	0	-4	106	-5	3	0.6	100	103	2

Three compounds from above, ordered by the value under Bim-Bcl-2, low to high:
| Compound | Bfl-1 Bim block | Bcl-W Bim block | Bim-Bcl-2 | Bim-Bcl-B | RGS7-Gao reg | Bcl-XL Bim block | Bim-Mcl-1 | RGS8-Gao reg | RGS4-Gao reg |
| --- | --- | --- | --- | --- | --- | --- | --- | --- | --- |
| CS(=O)(=O)N(CC(=O)NCCC1=CCCCC1)C1CCCCC1 | -11 | 1 | -5 | -3 | 101 | 0 | 0 | 101 | 101 |
| Cc1cc(C)nc(SCc2ccc(C(=O)N/N=C/c3ccncc3)cc2)n1 | -5 | -2 | -1 | -2 | 94 | -5 | 0 | 101 | 98 |
| CCc1ccccc1NC(=S)N(CCCN1CCOCC1)Cc1cccs1 | 0 | 1 | 3 | -1 | 100 | 0 | 0 | 100 | 101 |

The list goes on:
SMILES	Bfl-1 Bim block	Bcl-W Bim block	Bim-Bcl-2	Bim-Bcl-B	RGS7-Gao reg	Bcl-XL Bim block	Bim-Mcl-1	ABCB1 block	RGS8-Gao reg	RGS4-Gao reg	ABCG2 block
COc1ccccc1C1=NC(c2ccc(C)cc2)N=C1C (stereo unspecified)	7	6	-1	0	100	6	-1	-0.4	104	107	3
Cc1ccc(CNC(=O)CCNS(=O)(=O)c2ccc3c(c2)c(=O)n(C)c(=O)n3C)cc1	0	-2	-2	1	103	-4	0	0.3	107	104	0
COC(=O)Cc1cc(=O)n2[nH]c(C(F)(F)F)nc2n1	-2	0	1	1	100	-9	-1	0.3	103	103	2
Cc1c(NC(=O)c2c(F)c(F)c(F)c(F)c2F)c(=O)n(-c2ccccc2)n1C	-9	0	-7	-7	104	-5	1	1.3	101	101	7
Cc1cc(NC(=O)Cn2nc([N+](=O)[O-])c(Br)c2C)no1	-7	-3	-3	-5	92	-3	-5	0.1	97	93	1
O=C(NN1C(=O)C2C(C1=O)C1C=CC2C12CC2)c1ccccc1 (stereo unspecified)	-4	-2	0	-2	108	-2	0	0.1	101	102	1
Cc1ccc(SCCC(=O)OCn2nnc3ccccc3c2=O)cc1	-11	-3	-4	-5	103	-2	-1	0.3	107	104	3
CCC(=O)N1CCc2cc(Br)cc(S(=O)(=O)NCCN3CCCCC3CC)c21 (stereo unspecified)	-2	-2	0	-1	95	-2	-2	0.0	102	97	0
CC(=O)/C=C/n1c(=S)oc2ccccc21	37	28	24	22	100	35	29	0.4	99	99	7
COC(=O)C1=C(C)Nc2c(c(=O)n(C)c(=O)n2C)C1c1cccs1 (stereo unspecified)	-4	-4	-5	-4	101	-3	-2	0.5	100	97	3
CN(C)/C=C/c1c(C#N)c(=O)ncn1Cc1ccccc1	-3	0	-4	-6	95	-6	0	1.6	96	100	1
CCOC(=O)c1c(C)n(C)c2ccc(O)c(CN3CCN(C)CC3)c12	-2	-1	-4	-2	121	-1	-3	1.1	150*[activator]	131	6
CCC(C)(C)C1CCc2nc3ccccc3c(C(=O)OC(C)C(=O)Nc3c(C)n(C)n(-c4ccccc4)c3=O)c2C1 (stereo unspecified)	-7	-6	-3	-4	108	-4	-2	4.7	104	102	10
COc1ccccc1C(C#N)N1N=C(C)CC1(C)C (stereo unspecified)	-3	-4	-2	-7	108	-4	-4	0.1	101	102	3
CCCc1noc2c1/C(=N\O)CCC2	-2	-3	-1	-1	93	-2	-3	0.2	97	96	1
COc1ccc(NC(C)C(=O)N/N=C/c2cc(Br)ccc2OC)cc1 (stereo unspecified)	-1	4	14	-2	115	-4	0	0.8	112	104	6
Cc1nc2sc(C)c(C)c2c(=O)[nH]1	-8	3	-5	-7	96	-1	0	0.5	99	100	3
CCN(CC)c1ccc2cc(C(=O)NNC(=O)c3ccc(S(=O)(=O)N4CCCCC4)cc3)c(=O)oc2c1	11	-2	5	-7	104	0	-8	-2.1	112	102	-12
CCCCNC(=O)C1CCN(S(=O)(=O)c2c(C)noc2/C=C\c2ccc(OC)cc2)CC1	-9	-1	-6	-7	106	-5	-1	0.0	97	97	0
CCOc1ccc(OCC)c(N=c2oc3c(C)ncc(CO)c3cc2C(N)=O)c1	1	-4	-4	-2	93	-3	-6	0.0	95	92	0
Cc1cccc(C(=O)NNC(=O)/C=C/C(=O)O)c1	-5	0	-4	-1	100	-2	-1	-0.1	105	101	2
CC(=O)c1c(C(C)=O)c(C)n(NC(=O)c2cccnc2)c1C	-10	2	-6	-3	99	-4	0	0.4	101	104	1
COc1cccc(CN(C)CC(=O)Nc2cccc(S(N)(=O)=O)c2)c1OC	0	0	-1	-5	104	0	-2	0.2	101	101	8
CC1Cc2ccccc2N1C(=O)COc1ccc2c(c1)OCO2 (stereo unspecified)	-5	1	0	-3	?	0	1	1.4	102	100	12
CC(C)N1C2OC(C3OC4C(O3)N(C(C)C)S(=O)(=O)N4C(C)C)OC2N(C(C)C)S1(=O)=O (stereo unspecified)	-12	5	-9	-6	104	6	-3	-0.5	101	102	0
Cc1ccccc1/C=C/c1nc2ccccc2c(=O)n1Cc1ccccc1	-15	-2	-4	-8	92	-5	0	1.8	98	93	5
CC(=O)N(c1ccccc1)C(C)c1nc(C#N)c(C#N)nc1C (stereo unspecified)	0	-1	2	-5	109	-3	-5	0.3	108	111	1
COc1ccccc1Nc1nc(-c2sc(NC(=O)c3ccco3)nc2C)cs1	-7	2	-2	-7	100	0	0	0.0	100	102	-2
Cc1cccc(C(=O)NC2CCN(C(=O)N3CCOCC3)CC2)c1	1	-2	-1	0	102	2	-1	0.3	99	101	0
C=CCn1c(C(C)NC(=O)COC)nc2ccccc21 (stereo unspecified)	-13	-1	-11	-5	101	-3	0	0.3	103	104	0
CCn1cc(C(=O)NCc2ccccc2OC)c(=O)c2cc(S(=O)(=O)N(C)C)ccc21	-10	0	-7	-7	99	-5	0	0.5	99	101	3

In the list so far, these contain a halogen:
SMILES	Bfl-1 Bim block	Bcl-W Bim block	Bim-Bcl-2	Bim-Bcl-B	RGS7-Gao reg	Bcl-XL Bim block	Bim-Mcl-1	ABCB1 block	RGS8-Gao reg	RGS4-Gao reg	ABCG2 block
CC(=O)Nc1cccc(NC(=O)Nc2ccc(C)c(Cl)c2)c1	-2	2	-5	-5	97	0	0	19	97	96	-1
NC(=O)CCC(NS(=O)(=O)c1ccc(Cl)cc1)C(=O)NCc1ccccc1Cl (stereo unspecified)	0	-1	0	-2	101	-2	-4	0.7	100	102	5
COc1ccc(Cl)cc1NC(=O)CN1CCCCCC1	-1	-1	0	-2	96	0	-1	1.4	97	99	7
Cc1nn(Cc2n[nH]c(=S)n2Cc2ccccc2)c(C)c1Cl	1	-2	-3	-12	101	-1	-3	-0.3	101	103	0
COC(=O)Cc1cc(=O)n2[nH]c(C(F)(F)F)nc2n1	-2	0	1	1	100	-9	-1	0.3	103	103	2
Cc1c(NC(=O)c2c(F)c(F)c(F)c(F)c2F)c(=O)n(-c2ccccc2)n1C	-9	0	-7	-7	104	-5	1	1.3	101	101	7
Cc1cc(NC(=O)Cn2nc([N+](=O)[O-])c(Br)c2C)no1	-7	-3	-3	-5	92	-3	-5	0.1	97	93	1
CCC(=O)N1CCc2cc(Br)cc(S(=O)(=O)NCCN3CCCCC3CC)c21 (stereo unspecified)	-2	-2	0	-1	95	-2	-2	0.0	102	97	0
COc1ccc(NC(C)C(=O)N/N=C/c2cc(Br)ccc2OC)cc1 (stereo unspecified)	-1	4	14	-2	115	-4	0	0.8	112	104	6

Source: PubChem BioAssay (NMMLSC)
